KLF5 inh = inhibitors of KLF5 expression; DLD-1 KLF5 promoter-luciferase reporter, luminescence; inhibition, % at 5 µM; 290,000 tested, 0.23% active; AID 1700;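 active = inhibition above a per-plate limit of that plate's mean compound inhibition plus 3 SD, cut at about 60% in these data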;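 note: 0% = DMSO wells and 100% = LY294002 at 200 µM; higher means less KLF5 promoter-driven luciferase light; inactives centre near -14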
GSK3A inh = blocks human GSK-3 alpha kinase. inhibition, % at 10 µM. 320,000 tested, 0.1% active. AID 2650. ADP-Glo luminescence, 60 min;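 in the data active = inhibition above about 50%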;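 note: GST-tagged GSK-3 alpha with peptide substrate and 25 µM ATP; 0% = DMSO neutral wells and 100% = GW8510 positive control wells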
Target sequence (P49840 whole entry, looked up): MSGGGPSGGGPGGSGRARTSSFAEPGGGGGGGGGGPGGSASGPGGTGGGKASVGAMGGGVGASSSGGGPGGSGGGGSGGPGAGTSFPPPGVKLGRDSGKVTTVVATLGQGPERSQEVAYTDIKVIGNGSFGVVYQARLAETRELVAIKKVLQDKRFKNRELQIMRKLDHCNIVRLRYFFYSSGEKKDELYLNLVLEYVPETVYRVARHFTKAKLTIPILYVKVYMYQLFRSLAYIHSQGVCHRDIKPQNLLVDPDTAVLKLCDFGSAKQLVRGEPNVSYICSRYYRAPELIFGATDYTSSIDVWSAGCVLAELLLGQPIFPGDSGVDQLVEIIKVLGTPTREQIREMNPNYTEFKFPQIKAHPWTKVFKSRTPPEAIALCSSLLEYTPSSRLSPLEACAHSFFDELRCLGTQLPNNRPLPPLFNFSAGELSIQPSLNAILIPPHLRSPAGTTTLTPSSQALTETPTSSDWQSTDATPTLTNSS
HSF-1 act = increases HSF-1 driven luciferase reporter signal. NIH3T3-HGL HSF-1 luciferase reporter, MG132, 8 h; 100% = twice DMSO control signal. activation, % at 9 µM. 300,000 tested, 1.7% active;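 active = mean replicate activation of at least 50% with a set share of replicates each reaching 50%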;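 note: 0% = median of the neutral control wells and 100% = twice that signal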
HSP90 refold inh = inhibitors of HSP90 luciferase refolding in rabbit reticulocyte lysate | AID 1789 | 290,000 tested, 0.91% active | luciferase refolding luminescence, 3 h | inhibition, % at 5.6 µM;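 active = inhibition above the screen-wide mean plus 3 SD, computed separately per campaign, cut at about 16% in these data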;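 note: 0% = DMSO wells and 100% = 60 µM geldanamycin wells; inhibitors lower the luminescence because luciferase stays unfolded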
IEC-6 tox = kills IEC-6 intestinal cells in KLF5 counter-screen | IEC-6 cytotoxicity, luminescence viability | 290,000 tested, 0.78% active | inhibition, % at 5 µM; in the data active = inhibition above about 22%;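 note: 0% = plate median of test compound wells and 100% = cytotoxic reference compound wells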
GSK3B inh = inhibitors of human GSK3beta kinase | 300,000 tested, 0.038% active | GST-GSK3beta kinase, ADP-Glo luminescence, 60 min; stronger effect = lower value | activity score (negative = inhibition), % at 10 µM;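 active = more than half of replicate wells score below -50%, meaning over 50% inhibition versus plate controls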;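 note: 0% = median DMSO wells and -100% = median GW8510 positive control wells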
Target sequence (P49841 whole entry, looked up): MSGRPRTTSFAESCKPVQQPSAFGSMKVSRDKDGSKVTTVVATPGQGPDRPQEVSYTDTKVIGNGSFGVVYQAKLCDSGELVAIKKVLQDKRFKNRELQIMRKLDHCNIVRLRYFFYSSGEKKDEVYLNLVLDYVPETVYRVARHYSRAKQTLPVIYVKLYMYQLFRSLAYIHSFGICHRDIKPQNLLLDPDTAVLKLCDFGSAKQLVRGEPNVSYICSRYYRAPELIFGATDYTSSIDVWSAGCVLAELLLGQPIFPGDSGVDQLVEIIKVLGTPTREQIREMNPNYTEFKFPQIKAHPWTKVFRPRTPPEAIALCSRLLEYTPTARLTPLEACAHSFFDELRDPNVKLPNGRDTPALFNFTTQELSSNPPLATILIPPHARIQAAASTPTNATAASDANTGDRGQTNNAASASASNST
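Test system: GST-fused GSK3beta enzyme, cell-free | Quantity: 1.6 ng GST-GSK3beta enzyme per well | Reagent: 25 µM ATP with peptide substrate | Schedule: 60 min enzyme reaction, room temperature | Signal: Luminescent ADP-Glo measurement of ADP formed | Read-out basis: Score relative to plate controls | Control set: DMSO and 20 µM GW8510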
Platelet DG rel = platelet dense granule release activity | human platelet-rich plasma, SFLLRN dense granule ATP release, luminescence | 300,000 tested, 0.22% active | AID 1663 | inhibition, %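 (compounds screened at 7.5 µM in platelet-rich plasma)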;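 active = mean replicate score, as percent of positive control, at or above 50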
Dyrk1A ADPGlo = Dyrk1A (rat) kinase inhibition | Q63470 | ADP-Glo luminescence, NFATc1 peptide | inhibition, % at 12.5 µM | 310,000 tested, 0.43% active | AID 504441; in the data active = inhibition above about 50%;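 note: plate controls were vehicle with enzyme for no effect and no enzyme for full effect; many of its hits are not listed in these tables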
HSF1 inhib = HSF1 inhibition. NIH3T3-HGL HSE-luciferase, MG132-induced, luminescence 8 h; stronger effect = lower value. 300,000 tested, 0.77% active. activity change, negative = inhibition, % at 7.5 µM (by protocol);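 active = more than half of replicate wells show activity change below -50%, luminescence cut by over half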;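 note: luciferase reports HSF-1 transcriptional activity via heat shock element; 0% = median of DMSO wells and -100% = zero luminescence signal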
aSyn 5UTR inh = MLPCN primary screen, SNCA 5' untranslated region; alpha-synuclein 5'UTR reporter, inhibitor activity; inhibition, % (tested at 7.5 µM); 300,000 tested, 0.82% active; AID 1813; in the data active = inhibition above about 60%;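 note: H4 neuroglioblastoma cells stably carrying SNCA 5'UTR luciferase fusion; 0% = DMSO wells and 100% = positive control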
* marks the source's active call; other numbers are inactive results; / = not tested or not shown. Some of the compounds tested (hit frequency here may not be typical).

SMILES	KLF5 inh	GSK3A inh	HSF-1 act	HSP90 refold inh	IEC-6 tox	GSK3B inh	Platelet DG rel	Dyrk1A ADPGlo	HSF1 inhib	aSyn 5UTR inh
CCN1CCN(C(=O)c2ccccc2N(Cc2ccccc2)S(C)(=O)=O)CC1	0	-2	-24	0	6	-5	2	-3	2	15
CCOC(=O)C(Cc1cc(C(C)=O)ccc1OC(C)C)C(=O)OCC	-5	0	26	2	6	1	0	-2	-2	16
COc1ccc(C2=NN(CN3C(=O)C(=O)c4ccccc43)C(c3ccc(Br)cc3)C2)cc1 (centres undefined)	-65	-2	10	0	-2	2	4	-4	1	-115
Cc1cccc(OCC(=O)N/N=C/c2ccc(N(C)C)cc2)c1	16	-2	6	-9	-5	2	0	4	-2	2
O=C(NCCCN1CCOCC1)c1ccc(Cl)s1	-17	/	-1	1	-3	-7	-6	2	-5	9
COCCNC(=O)CCC1CCN(Cc2cccc(Oc3ccccc3)c2)CC1	-15	-2	4	-4	2	-2	-10	12	-1	4
COc1cccc(-n2c(C)nnc2SCC#N)c1	-16	/	29	0	-3	0	-1	3	6	-4
CCOc1ccc(C(C)=O)cc1CN1C(=O)NC2(CCCCCCC2)C1=O	-15	/	-7	2	-4	-1	5	-3	-9	10
O=C(CSc1nnc(NC(=O)Cc2ccccc2)s1)NCC1CCCO1 (centres undefined)	6	-8	16	1	-2	1	14	4	-4	-14
Cc1ccc(OCC(=O)N2CCN(c3nnc(-c4ccccc4)c4ccccc34)CC2)cc1	-1	-2	11	6	-3	3	2	-4	16	13
CC12CCC(C/C1=N\N=C1\NC(=O)/C(=C\c3cccc(Br)c3)S1)C2(C)C (centres undefined)	-33	-1	-11	-3	-5	2	-3	6	3	13
Cc1ccccc1S(=O)(=O)c1cc(C#N)c(=O)[nH]c1N	-14	-3	16	-2	2	2	1	1	12	1
O=C(Cn1c(=O)c2cccn2c2ccccc21)NCCc1ccc(Cl)cc1	-8	14	4	3	4	-7	3	0	0	-5
O=C(Nc1ccc(Oc2cccnc2)cc1)C1CCN(Cc2ccccc2)CC1	-18	-1	-7	16	0	2	4	-4	-12	12
CCN1C(=O)[C@H]2[C@@H](c3ccc(OC)cc3)N3C(=O)CN(CCOC)C(=O)[C@@]3(Cc3ccccc3)[C@H]2C1=O	-6	-1	-13	-6	2	-3	1	1	-10	5
Cc1ccc(C)c(-n2cc(CN3CCNC(=O)CC3)c(-c3ccccc3)n2)c1	-22	-1	14	7	2	-2	-2	-6	0	-9
O=C(CN1CCC(NC(=O)c2ccco2)CC1)Nc1cccc2ccccc12	-39	-3	-2	-3	-2	2	10	13	-3	4
CCCCN(Cc1ccccc1)C(=O)C1CCC(=O)N(CCc2ccccn2)C1 (centres undefined)	-14	-1	-4	-2	2	-2	19	0	-3	1
CN(CC(=O)Nc1c(Cl)cccc1Cl)C(=O)C1CCN(C(=O)Nc2ccccc2)CC1	/	0	-2	/	/	2	2	-4	8	-4
Cc1cc(NC(=O)CCC(=O)N(Cc2ccco2)C2(C(=O)NC3CCCC3)CCC(C)CC2)no1 (centres undefined)	-19	-3	15	4	2	-3	12	-6	1	12
COc1cccc(CNc2ccc3c(c2)ncn3C(C)C)c1OC	-58	-2	30	-1	2	-3	8	4	20	-87
Nc1nonc1-n1nnc(C(=O)N/N=C/c2ccc(Cl)cc2Cl)c1CN1CCOCC1	-19	-1	-5	2	4	3	23	1	-1	18
COc1ccc(C2=NCCn3cccc32)c(OC)c1	17	-1	-2	5	-1	0	8	-4	-9	25
O=C(CSc1ncnc2c1cnn2-c1ccccc1)Nc1ccc2c(c1)OCO2	9	-4	-8	5	5	1	-2	/	-8	1
COc1cccc(NC(=S)N2CCN(c3ccccn3)CC2)c1	-14	4	1	-2	0	2	-8	-7	-6	-26
Next compounds follow.
SMILES	KLF5 inh	GSK3A inh	HSF-1 act	HSP90 refold inh	IEC-6 tox	GSK3B inh	Platelet DG rel	Dyrk1A ADPGlo	HSF1 inhib	aSyn 5UTR inh
N#Cc1nc(Cc2cccc3ccccc23)oc1N1CCCCC1	0	1	20	0	1	-2	-2	3	-4	24
Cc1csc(NC(=O)c2nc(-c3ccccc3)n(-c3ccccc3)n2)n1	-13	-2	-7	3	9	0	17	6	-3	-9
Fc1ccc(N/N=C/c2ccc(N3CCOCC3)cc2)c(F)c1	-23	1	15	9	2	0	9	-4	1	-207
CC(NC(=O)c1ccc(Cn2cc([N+](=O)[O-])cn2)cc1)c1ccccc1 (centres undefined)	0	-2	15	-2	-2	-4	-6	-10	3	18
COc1ccc(OCC(=O)c2c(O)c3ccccc3oc2=O)cc1	-17	-4	2	-2	-7	4	-29	-6	4	-15
CCCCOC(=O)c1ccc(NC(=S)N2CCN(c3ncc4c(=O)c(C(=O)O)cn(CC)c4n3)CC2)cc1	-29	-2	38	-4	-11	1	16	-9	7	12
COc1cccc(C(=O)Nc2ccc3c(c2)CCCN3C(=O)c2cccs2)c1OC	-44	2	-3	-3	12	-3	8	2	10	12
Cc1scc(C(=O)N/N=C/c2ccc(OC(C)C)cc2)c1C	-113	0	31	1	6	2	7	20	26	-44
Cc1c(C)c2ccc(OCC(=O)NCCN3CCOCC3)c(C)c2oc1=O	1	2	7	-1	0	-1	-10	1	-4	6
CCOCCCN(C(=O)c1snc(C(N)=O)c1N)C(C(=O)NCCC(C)C)c1ccc(F)cc1 (centres undefined)	-34	-5	53*	-4	1	1	-1	-3	26	-16
C/C(=N\Nc1ccc(C(F)(F)F)cn1)c1ccncc1	-56	2	22	-1	5	0	4	/	1	-148
C/C(=N\Nc1cc(C)nc(NCc2ccccc2)n1)c1cccc([N+](=O)[O-])c1	-11	1	20	-3	6	3	-21	-3	2	-23
O=C(CN(C(=O)CCC(=O)Nc1ccccn1)c1ccc2c(c1)OCCO2)NCCc1ccccc1	/	-3	-11	/	/	-5	10	-2	-15	-39
COc1cc(S(=O)(=O)NCc2ccncc2)ccc1Br	-11	-2	1	1	9	0	4	-1	-12	-8
Cc1c(NC(=O)c2ccc(N(Cc3ccccc3)S(C)(=O)=O)cc2)c(=O)n(-c2ccccc2)n1C	-23	-2	-4	-4	-3	2	11	-2	-2	-19
OCCC1CN(Cc2cccn2-c2ncccn2)CCN1CCc1ccccc1 (centres undefined)	-9	0	-14	-1	5	2	8	/	-9	2
Cc1ccc(CNS(=O)(=O)c2ccc3c(c2)CCN3C(=O)C2CCC2)cc1	-28	3	5	2	4	2	-4	-4	-2	-6
C/C(=N\NC(N)=O)c1cccc(Cl)c1	-15	-2	-1	1	-8	2	4	8	4	9
N#CCC(=O)Nc1ccc(C(=O)OCC(=O)NC(=O)Cc2ccccc2)cc1	/	-2	-8	/	/	0	-4	9	-2	3
CCOc1ccc(S(=O)(=O)N2CCN(C(=S)NCC3CCCO3)CC2)cc1 (centres undefined)	/	0	-5	/	/	2	3	-7	-3	14
Cc1ccccc1C(=O)NCCN=C1NS(=O)(=O)c2ccccc21	-12	0	4	1	0	-4	-1	1	1	11
CC(C)(C)c1ccc(-c2nc(NCc3cccnc3)c3ccccc3n2)cc1	-61	2	13	10	6	-1	5	-7	-1	-96
O=C(Nc1cc(C(F)(F)F)ccc1-n1cnc2ccccc21)c1ccccc1	10	-6	47	-1	2	-1	-3	5	5	1
CCCC1/C(=N/O)CC(c2ccccc2)NC1c1ccccc1 (centres undefined)	-22	9	-33	0	3	-2	-2	-4	-33	2
CC12C=CC3(O1)C(C(=O)N1CCCOC13)C2C(=O)O (centres undefined)	4	-4	-6	1	2	-3	-2	-2	-6	13

Some of these compounds in order of count of non-hydrogen atoms, falling.
SMILES	KLF5 inh	GSK3A inh	HSF-1 act	HSP90 refold inh	IEC-6 tox	GSK3B inh	Platelet DG rel	Dyrk1A ADPGlo	HSF1 inhib	aSyn 5UTR inh
COc1cccc(C(=O)Nc2ccc3c(c2)CCCN3C(=O)c2cccs2)c1OC	-44	2	-3	-3	12	-3	8	2	10	12
Cc1c(C)c2ccc(OCC(=O)NCCN3CCOCC3)c(C)c2oc1=O	1	2	7	-1	0	-1	-10	1	-4	6
COc1ccc(OCC(=O)c2c(O)c3ccccc3oc2=O)cc1	-17	-4	2	-2	-7	4	-29	-6	4	-15
Cc1scc(C(=O)N/N=C/c2ccc(OC(C)C)cc2)c1C	-113	0	31	1	6	2	7	20	26	-44
C/C(=N\Nc1ccc(C(F)(F)F)cn1)c1ccncc1	-56	2	22	-1	5	0	4	/	1	-148

New compounds follow
SMILES	KLF5 inh	GSK3A inh	HSF-1 act	HSP90 refold inh	IEC-6 tox	GSK3B inh	Platelet DG rel	Dyrk1A ADPGlo	HSF1 inhib	aSyn 5UTR inh
Cc1onc(-c2ccccc2)c1C(=O)Nc1nc(-c2ccccc2)cs1	9	-1	-6	4	1	1	-8	-7	-2	3
Cn1ncc(N)c1C(=O)Nc1cccc(C(F)(F)F)c1	11	-3	-10	-5	0	-4	-5	-3	-4	2
O=C1OCCC1Sc1nnc(-c2ccccc2Cl)n1Cc1ccccc1 (centres undefined)	-23	0	5	0	-1	-3	-3	1	6	-9
Cc1ccc(NC2=NCCCCC2)cc1	-30	-2	-15	-2	-4	-1	-2	3	-16	7
COc1ccc(/C(O)=C2/C(=O)C(=O)N(CC3CCCO3)C2c2cccc(O)c2)cc1 (centres undefined)	-15	/	-3	0	4	0	14	3	-10	6
COc1ccc(NC(=S)NNC(=O)C2CC2c2ccc(C)cc2)cc1 (centres undefined)	-14	-2	-5	-1	-8	2	3	1	-2	19
CCN(CC)CCn1c(=O)n(-c2ccc(Cl)cc2)c(=O)c2c3c(sc21)CN(C)CC3	-14	3	1	4	5	-2	-3	/	6	-66
O=C(OCC(=O)N(CCc1ccccc1)Cc1ccccc1)c1cccc(O)c1	-4	-3	8	-1	-3	2	-3	/	4	-4
CCOc1ccc(OCC(O)CN2CCN(S(=O)(=O)c3cccc(C(F)(F)F)c3)CC2)cc1 (centres undefined)	-16	-3	-4	0	-2	0	2	10	-2	19
CN(C(=O)CSc1nnc(-c2ccccc2)n1C)C1CCS(=O)(=O)C1 (centres undefined)	-1	-3	5	2	2	1	4	/	-4	10
O=c1cc(N2CCOCC2)[nH]c(=O)n1-c1ccc(Br)cc1	-13	0	11	0	-7	2	-1	5	-2	-7
OCCN1CCN(CCOc2ccccc2-c2ccccc2)CC1	-30	-2	0	0	2	1	-5	-1	5	1
C/C(=N\OCC(=O)Nc1ccc(Br)cc1)c1cccs1	-4	-3	4	-2	3	3	-5	-2	4	1
COc1ccc(NC(=O)N2CCCC2C(=O)NC23CC4CC(CC(C4)C2)C3)cc1 (centres undefined)	-11	1	-6	-3	-4	-1	-22	-2	1	-5
COc1cc(C(=O)NC(=S)Nc2ccc(Cl)cn2)cc(OC)c1OC	-10	-3	-4	-1	5	4	-16	5	-8	-18
OC(CNCCCN1CCCCC1)COc1ccccc1 (centres undefined)	19	-2	1	-5	-2	1	2	2	-9	-9
CCOC(=O)Cc1c(C)[nH]c(=S)[nH]c1=O	-49	-1	4	2	2	2	-2	-5	-1	1
COc1cccc(/C=N/n2c(C3CCCCC3)n[nH]c2=S)c1OC	-32	-1	-1	3	1	2	4	-2	4	12
Cc1ccc(NC(=O)C2CCN(S(=O)(=O)c3ccc4c(c3)CCCC(=O)N4)CC2)cc1N(C)C	-12	-7	1	-3	-3	0	3	/	0	13
COc1cc(OC)cc(C(=O)NNC(=O)c2ccccn2)c1	14	-2	-12	-3	9	0	-3	-2	-10	73*

High-throughput results (PubChem)
